Screening results as filed in PubChem.
GPR55 LPI antagonism – GPR55 antagonists blocking LPI-driven arrestin recruitment, primary screen, imaging, U2OS, beta-arrestin-GFP, LPI agonist (AID 2013); U2OS GPR55 beta-arrestin-GFP translocation imaging, LPI antagonism; higher % means a stronger effect; inhibition, % at 10 µM, or IC50 in µM where a hit was titrated; 0.13% of 290,000 active;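 active = spots per cell inhibited over 60%, with over 100 cells counted and total cytoplasm intensity under 500,000; inconclusive = wells with under 100 cells, flagged as likely toxic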;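 note: U2OS cells stably carrying GPR55 and arrestin-GFP stimulated by 5 µM LPI near EC80; imaged beta-arrestin-GFP aggregate spots per cell after agonist stimulation; plate controls were LPI-stimulated DMSO wells for no effect and DMSO wells without LPI for full effect; some results filed as inactive read as strong as hits; confirmed hits need IC50 under 10 µM and bright autofluorescent wells are also inconclusive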
NOD1 inhibition – NOD1 signaling inhibitors, primary screen, cell-based, luminescence, uHTS (AID 1578) | NOD1-driven NF-kB luciferase reporter cells, luminescence; higher % means a stronger effect | one-dose inhibition, % at 4 µM; EC50 in µM for titrated hits | 1% of 290,000 active; in the data active = inhibition mostly above about 36%, no sharp cut-off; inactive = mostly below about 34%;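 note: HEK-293T reporter cells stimulated with the NOD1 agonist gamma-tri-DAP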
Myeloid diff MLP – promotes myeloid progenitor differentiation; ER-HoxA9 myeloid progenitors, lysozyme-GFP differentiation, flow cytometry; calls only at 10 µM; 1% of 360,000 active;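 active = normalized GFP-positive differentiation at or above the plate's own cutoff, the solvent-only control mean plus 3 SD; inconclusive = no clear call, values can overlap the other calls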;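 note: cells exposed to compound for four days before flow analysis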
KOR beta-arrestin-1 – KOR antagonists, beta-arrestin recruitment, cell-based, luminescence, uHTS (AID 1778) | 0.091% of 290,000 active | inhibition, % at 10 µM, or IC50 in µM where a hit was titrated | KOR beta-arrestin recruitment, luminescence, antagonist mode; higher % means a stronger effect; note: strong numbers were not always called active
NOD2 inhibition – NOD2 signaling inhibitors, cell-based, luminescence, uHTS, HEK293 (AID 1566). HEK293 NOD2/NF-kB luciferase reporter, luminescence; higher % means a stronger effect. one-dose inhibition, % at 4 µM; EC50 in µM for titrated hits. 0.63% of 290,000 active; note: many of its hits are not listed in these tables
GPR55 activation – selective activators of receptor GPR55 – imaging, U2OS cells, beta-arrestin-GFP redistribution, primary screen (AID 1961); 0.048% of 290,000 active; activation, % at 10 µM, or EC50 in µM where a hit was titrated; U2OS GPR55 beta-arrestin-GFP redistribution imaging; higher % means a stronger effect;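 active = activation above 40% with more than 50 cells counted in the well; inconclusive = wells holding fewer than 50 cells, flagged as toxic or sparse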;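 note: U2OS osteosarcoma cells stably expressing GPR55 and beta-arrestin-GFP; plate controls were DMSO negative control for no effect and LPI positive control for full effect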
KOR beta-arrestin-2 – kappa opioid receptor activators – cell-based, luminescence, uHTS, primary screen (AID 1777) | KOR beta-arrestin recruitment, luminescence; higher % means a stronger effect | one-dose activation, % at 10 µM; EC50 in µM for titrated hits | 0.02% of 280,000 active; in the data active = activation above about 50%, passing the limit was not always enough; note: a part of the inactive calls stands beside numbers as strong as those of hits
NTR1 ag – agonists of NTR1, primary screen, imaging, U2OS cells, beta-arrestin-GFP, high content (AID 493036) | P30989 | NTR1-U2OS beta-arrestin-GFP spot imaging, agonist mode | activation, % at 20 µM | 0.17% of 330,000 active;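 active = activation at or above 40% of the spot to cytoplasm intensity ratio, with at least 20 cells analyzed; inconclusive = wells under 20 cells, flagged as cytotoxic or low count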;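 note: 0% = DMSO without peptide and 100% = 100 nM NTR1 peptide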
Target sequence (P30989 whole entry, looked up): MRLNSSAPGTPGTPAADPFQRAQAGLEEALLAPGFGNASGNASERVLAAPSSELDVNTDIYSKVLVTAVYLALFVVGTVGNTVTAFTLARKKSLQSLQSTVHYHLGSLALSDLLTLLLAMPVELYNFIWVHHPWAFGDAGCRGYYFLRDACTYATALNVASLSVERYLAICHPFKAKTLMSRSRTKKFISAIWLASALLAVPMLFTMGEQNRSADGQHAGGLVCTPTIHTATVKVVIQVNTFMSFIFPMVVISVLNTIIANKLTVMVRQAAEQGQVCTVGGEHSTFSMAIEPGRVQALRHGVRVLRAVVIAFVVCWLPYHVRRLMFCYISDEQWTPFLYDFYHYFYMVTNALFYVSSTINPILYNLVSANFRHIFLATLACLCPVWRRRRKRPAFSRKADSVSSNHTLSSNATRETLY
T cell modulator – T cell immune modulation candidate | 2C CD8+ T cell-vesicle binding, flow cytometry; active compounds read low | calls only at 7 µM | 0.068% of 330,000 active | AID 2052;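 active = response, share of CD8 T cells binding vesicles, and their 90th percentile fluorescence all below set limits, cut at about 80% in these data, passing the limit was not always enough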
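Incubation: binding step 1.5 h, 37 °C, antibody labelling 20 min, ice; system: murine 2C transgenic CD8+ T lymphocytes; technique: cytometric PE anti-B7-1 and Alexa647 anti-CD8 signals after 1% paraformaldehyde fixation; also added: QL9-charged Drosophila Ld/ICAM-1/B7-1 vesicles; control set: naked versus QL9-loaded vesicles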
T cell modulator vesicle-bound % – further read-out of T cell modulator, marked with its call; double positive events, %; measured here: CD8+ vesicle-bound cell fraction;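 binding gate set so that unloaded-vesicle control wells show 10% double positive cells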
NTR1 ag cell count 20 µM – second read-out of NTR1 ag, no call of its own (marks repeat the call); cell count; measured here: cell count, cytotoxicity flag
Myeloid diff MLP GFP+ MAC1+ % – recorded beside Myeloid diff MLP, whose call it bears; GFP+ MAC1+ double positive, %; measured here: differentiation confirmed by MAC1 staining
* hit, by the source's call; i = inactive; ? = inconclusive; / = not tested or not shown; [ ] = another dose, or the depositor's remark. Cut-off read from the data, not from the text of the source, unless noted: active = inhibition above about 50%; inactive = the rest. An excerpt; count on the stated rates, not on these rows.

SMILES	GPR55 LPI antagonism	NOD1 inhibition	Myeloid diff MLP	Myeloid diff MLP GFP+ MAC1+ %	KOR beta-arrestin-1	NOD2 inhibition	GPR55 activation	KOR beta-arrestin-2	NTR1 ag	NTR1 ag cell count 20 µM	T cell modulator	T cell modulator vesicle-bound %
O=C(Nc1cc(C(F)(F)F)ccc1F)C1CCC1	6%	-13%	i	1.4	-1%	6%	-0.1%	-2.0%	-1.1	56	i	37
COc1ccc(CCn2c(C)cc(C(=O)CSc3nnnn3C)c2C)cc1	0%	-2%	i	0.6	-3%	19%	0.3%	6.6%	5.0	41	i	60
CS(=O)(=O)N1Cc2ccccc2CC1C(=O)OCC(=O)Nc1ccc2ccccc2c1 (configuration not stated)	6%	-25%	/	/	21%	11%	-0.2%	-9.1%	3.5	76	i	49
CN(CCOC(=O)c1ccc2c(c1)OCCO2)C(C)(C)C	4%	2%	i	0.6	20%	12%	-0.3%	-4.5%	0.8	52	i	45
CCc1nn(CC(=O)NCCCN2CCCC2=O)c(=O)c2cc3sccc3n12	1%	-11%	i	3.7	20%	-20%	-0.3%	-0.9%	4.2	59	i	36
O=S(=O)(Nc1ncn[nH]1)c1ccc(Cl)cc1	1%	-14%	i	0.7	11%	4%	0.0%	-5.1%	1.9	55	i	24
C/C(Cn1nc([N+](=O)[O-])cc1C)=N\NC(=O)COc1c(Cl)cc(Cl)cc1Cl	4%	-27%	i	0.3	33%	4%	-0.1%	-1.1%	1.7	69	i	44
c1ccc(CCN2CN=C(Nc3nc4ccccc4s3)NC2)cc1	11%	3%	i	0.3	13%	12%	-0.1%	-0.2%	1.0	61	i	18
COc1ccc(C(=O)CSc2nnc(Cc3ccccc3)o2)cc1	-4%	-31%	i	1.5	-13%	-2%	-0.2%	12%	1.9	50	i	37
COCCN(C(=O)CSc1nnc(Nc2ccc(C)cc2)s1)c1c(N)n(CC(C)C)c(=O)[nH]c1=O	21%	-32%	i	0.4	-6%	7%	-0.1%	-2.0%	0.4	61	i	46
N#Cc1c(NC(=O)CN2CCN(S(=O)(=O)c3ccc4c(c3)OCCO4)CC2)sc2c1CCC2	-4%	4%	i	0.9	-30%	16%	0.3%	-7.0%	0.6	57	i	50
C=CCn1c(=O)c2ccc(C(=O)NCc3ccccc3)cc2n(Cc2cccc(Cl)c2)c1=O	11%	62%	i	4.0	6%	9%	0.2%	6.9%	1.0	90	i	33
Cc1ccc(C(=O)NNC(=O)CCN2C(=O)C3CCCCC3C2=O)cc1 (configuration not stated)	18%	-17%	i	0.5	23%	12%	-0.3%	8.0%	2.3	44	i	40
O=C(/C=C/c1ccc(OC(F)F)cc1)OCC(=O)N1CCN(C(=O)c2ccco2)CC1	0%	-19%	?	/	-26%	-1%	-0.2%	-1.2%	-0.1	47	i	10
COc1cccc(C2C(C(=O)/C=C/c3ccco3)=C(O)C(=O)N2CCN2CCOCC2)c1 (configuration not stated)	4%	-10%	i	0.3	-7%	9%	-0.3%	-4.9%	3.2	50	i	7
Cn1c(Cc2ccccc2)nnc1SCC(=O)Nc1ccccc1	0%	-8%	i	0.4	-10%[20 µM]	20%	0.2%	-6.9%	-0.7	66	i	41
Cc1ccc(C(=O)C(SC(C)(C)C)n2cncn2)cc1 (configuration not stated)	4%	-10%	i	0.5	-5%	8%	0.6%	-5.7%	-1.5	81	i	58
COc1cc(Br)cc2cc(C(=O)N3CCN(c4ccccn4)CC3)c(=O)oc12	5%	-1%	i	0.8	-21%	14%	-0.1%	0.9%	-0.8	73	i	50
O=C(c1cccc(C(F)(F)F)c1)C1CCCN(C(=O)CCCn2cncn2)C1 (configuration not stated)	3%	-30%	i	0.4	-2%	4%	0.8%	-2.8%	2.6	70	i	50
O=C(CSc1nnc2ccccn12)Nc1ccccc1C(=O)NC1CC1	-20%	5%	i	0.6	-35%	-10%	0.0%	2.0%	1.4	99	i	7
COc1ccc(NC(=O)COC(=O)/C=C/c2ccccc2[N+](=O)[O-])cc1OC	3%	-16%	i	0.5	-22%	13%	-0.2%	-5.1%	2.7	44	i	48
CC1CCCC(NC(=O)C2CCN(S(=O)(=O)N3CCC4(CC3)OCCO4)CC2)C1C (configuration not stated)	-5%	13%	i	1.4	12%	3%	-0.1%	9.1%	1.3	47	i	12
CCOC(=O)c1c(S(=O)(=O)N(C)C2CCCCC2)c(C)n(C)c1C	8%	11%	i	0.8	-38%	0%	1.5%	2.3%	0.6	57	i	28
COc1cc(C(=O)c2cocc2C(=O)c2ccc3c(c2)OCO3)cc(OC)c1OC	-4%	-4%	?	/	-22%	-12%	0.7%	4.6%	/	/	i	63
CC(C)(C)c1ccc(C(=O)N/C(=C/c2cccs2)C(=O)NCc2ccco2)cc1	16%	-9%	i	0.6	27%	4%	0.3%	1.6%	-1.0	75	i	4
COc1cc2c(cc1OC)C(c1ccccc1)N(C(=O)CSCC(=O)O)CC2 (configuration not stated)	6%	-6%	i	0.9	2%	-3%	0.0%	15%	1.0	55	i	22
CCOc1ccccc1N(C(=O)c1ccco1)C(C(=O)NC1CCCC1)c1cccs1 (configuration not stated)	-2%	48%	i	0.4	32%	-12%	0.5%	-1.2%	-0.3	58	i	3
O=C1COc2ccc(C(=O)c3ccccc3C(=O)NCc3ccccc3)cc2N1	-3%	-1%	i	0.2	7%	-2%	-0.1%	-0.3%	1.1	52	i	31
CC(C)(C)N(NC(=O)Nc1ccc(F)cc1)C(=O)c1ccccc1	-3%	-5%	i	0.5	22%	10%	-0.3%	3.0%	-0.1	54	i	7
NC(=O)N/N=C\c1cccs1	-4%	-4%	i	0.3	34%	-35%	-0.3%	2.1%	1.8	48	i	55
CC(C)[C@H](Nc1ncnc2c1oc1ccccc12)C(=O)O	15%	1%	i	0.3	-13%	-22%	-0.1%	1.1%	1.4	58	i	45
COc1ccc(CCn2ccc(O)c(Cc3c(F)cccc3Cl)c2=O)cc1OC	-10%	56%*	i	0.5	-10%	20%	-0.1%	-1.2%	-1.2	33	i	16
Cc1cc2oc(=O)cc(CN(C)Cc3cccc(F)c3)c2cc1C	14%	-3%	i	0.3	3%	5%	0.0%	-4.9%	4.6	75	i	33
NC(=O)CSc1nnc(SCc2ccc(F)cc2)s1	-15%	-30%	i	0.3	2%	-20%	-0.2%	-3.7%	1.2	45	i	59
O=C(NCCc1ccccc1)C1CCCN(c2ncnc3c2nc2n3CCCCC2)C1 (configuration not stated)	-11%	-10%	?	/	10%	18%	-0.1%	-3.4%	1.0	72	i	12
CCOC(=O)c1sc2nc(C)nc(NCc3cccnc3)c2c1C	1%	-38%	i	0.7	-3%	12%	0.4%	-5.9%	0.5	76	i	8
Cc1cc(C)c(C(=O)N2CCCC(N3CCN(c4ccc(F)cc4)CC3)C2)o1 (configuration not stated)	20%	-1%	i	0.9	2%	3%	-0.1%	1.5%	0.7	50	i	6
Cc1cccc(C2NS(=O)(=O)N=C2N)c1 (configuration not stated)	12%	-15%	i	1.1	-8%	-2%	-0.1%	-4.7%	-0.8	82	i	10
CC(=O)c1c(C)[nH]c(C(=O)NCc2ccccc2F)c1C	-3%	-26%	i	0.4	-25%	0%	-0.1%	3.6%	-1.9	40	i	20
COc1ccc(Oc2nc3ccccc3n3cccc23)cc1	-7%	4%	i	0.2	-60%	15%	0.1%	2.5%	4.0	44	i	20
COc1ccc(-n2c(SCC(=O)Nc3ccccc3)nc3c(c2=O)SCC3)cc1	-8%	2%	i	2.8	3%	19%	0.2%	-3.7%	-1.4	62	i	19
CN(C)CCSc1nc(-c2ccccc2)nc2c1CCCC2	14%	2%	i	0.0	-15%	24%	0.3%	0.5%	0.5	50	i	33
O=C(CSc1ccc2c(c1)OCCO2)NCCc1ccc(Cl)cc1Cl	7%	-21%	i	0.9	-13%	-20%	-0.2%	-3.1%	-2.3	39	i	45
O=C(c1ccco1)N1CCN(Cc2cccnc2)CC1	10%	7%	i	1.3	-1%	18%	-0.1%	5.1%	-8.2	79	i	59
Cc1ccc(C(C)(C)C)c(OCCOCCN2CCCC2)c1	21%	-19%	i	0.4	-11%	17%	-0.1%	4.5%	0.4	62	i	8
Cc1nnc(SCC(=O)c2ccc(C(C)C)cc2)s1	11%	-31%	i	3.0	-38%[20 µM]	-14%	-0.1%	-0.4%	-0.7	52	i	19
COc1ccc2nc(N/C(N)=N/C(=S)Nc3ccc(C)c(C)c3)nc(C)c2c1	-1%	-17%	/	/	-26%	30%	-0.3%	1.0%	-0.1	57	i	15
CN(C)c1cccc(C(=O)NCC(c2ccco2)N(C)C)c1 (configuration not stated)	-6%	-1%	i	0.6	12%	5%	-0.1%	-1.5%	0.0	65	i	17
Cc1cccc(S(=O)(=O)Nc2nc3ccccc3nc2NCC2CCCO2)c1 (configuration not stated)	17%	-2%	i	0.4	10%	10%	-0.1%	-1.1%	2.0	72	i	57
O=C(c1ccc2c(=O)n3c(nc2c1)CCCCC3)N1CCc2ccccc21	10%	-6%	i	0.4	7%	-7%	-0.1%	-3.1%	2.0	59	i	14
COc1ccc(S(=O)(=O)N2CCn3c2nc2ccccc23)cc1	7%	/	i	0.6	/	0%	-0.1%	/	0.6	37	i	38
COC(=O)C1=C(C)N(C)C(=O)NC1c1c(OC)ccc2ccccc12 (configuration not stated)	9%	-23%	i	0.2	-28%	9%	-0.2%	1.9%	1.1	37	i	50
Cc1cc(C)cc(NC(=O)CSc2n[nH]c(-c3cccnc3)n2)c1	-6%	-31%	i	0.3	-12%	-7%	-0.1%	-1.8%	2.6	49	i	19
C=C(C)c1nc2cc(OC)c(OC)cc2c(=O)o1	-4%	-6%	i	1.0	-15%	8%	0.0%	-2.3%	0.9	47	i	40

Ordered by heavy-atom count (rising): part of the list above
SMILES	GPR55 LPI antagonism	NOD1 inhibition	Myeloid diff MLP	Myeloid diff MLP GFP+ MAC1+ %	KOR beta-arrestin-1	NOD2 inhibition	GPR55 activation	KOR beta-arrestin-2	NTR1 ag	NTR1 ag cell count 20 µM	T cell modulator	T cell modulator vesicle-bound %
CN(C)CCSc1nc(-c2ccccc2)nc2c1CCCC2	14%	2%	i	0.0	-15%	24%	0.3%	0.5%	0.5	50	i	33
CC(C)(C)N(NC(=O)Nc1ccc(F)cc1)C(=O)c1ccccc1	-3%	-5%	i	0.5	22%	10%	-0.3%	3.0%	-0.1	54	i	7
COc1ccc(-n2c(SCC(=O)Nc3ccccc3)nc3c(c2=O)SCC3)cc1	-8%	2%	i	2.8	3%	19%	0.2%	-3.7%	-1.4	62	i	19
